Assay outcomes: PubChem, Fisher Drug Discovery Resource Center
hcGAS lum: inhibitors of human cGAS; Q8N884; recombinant h-cGAS, ATP depletion, Kinase-Glo luminescence; inhibition, % at 12.5 µM; 0.081% of 290,000 active; AID 1259398;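 also: 0% = vehicle reaction and 100% = reaction without DNA for no activity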
Target sequence (Q8N884 whole entry, looked up): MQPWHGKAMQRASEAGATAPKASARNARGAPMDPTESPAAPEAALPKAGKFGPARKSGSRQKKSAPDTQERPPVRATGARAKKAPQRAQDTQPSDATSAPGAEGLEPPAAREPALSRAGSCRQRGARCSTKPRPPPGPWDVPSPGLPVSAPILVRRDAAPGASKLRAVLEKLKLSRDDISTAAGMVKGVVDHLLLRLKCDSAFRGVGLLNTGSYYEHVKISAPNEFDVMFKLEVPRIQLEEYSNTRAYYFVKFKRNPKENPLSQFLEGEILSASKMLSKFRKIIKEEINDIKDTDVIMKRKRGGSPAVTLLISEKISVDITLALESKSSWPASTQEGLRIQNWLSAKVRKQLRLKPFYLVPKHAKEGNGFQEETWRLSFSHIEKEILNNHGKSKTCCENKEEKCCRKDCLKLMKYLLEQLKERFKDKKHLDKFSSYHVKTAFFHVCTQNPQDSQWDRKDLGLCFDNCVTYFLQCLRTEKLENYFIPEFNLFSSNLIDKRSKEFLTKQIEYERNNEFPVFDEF
NPYLR7 ag: mosquito NPYLR7 agonism. activation, % at 10 µM. HEK293T NPYLR7/Galpha15, GCaMP6s calcium fluorescence. 0.15% of 270,000 active; in the data active = activation above about 40%;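 also: 0% = vehicle and 100% = reference agonist at the receptor; some compounds past the cut are filed as inactive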
mcGAS lum: inhibitors of mouse cGAS. Q8C6L5. recombinant cGAS, Kinase-Glo ATP depletion luminescence. inhibition, % at 12.5 µM. 0.15% of 160,000 active. AID 1259399;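 also: 0% = negative control wells and 100% = reference inhibitor with no enzyme activity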
The depositor's hits bear a star; x = no result given; & = joins results of further samples. Rule as the data show it, unless noted: active = inhibition above about 40%; inactive = the rest.

Compound,hcGAS lum,NPYLR7 ag,mcGAS lum
CNc1ncnc2c1ncn2[C@@H]1O[C@H](CO)[C@@H](O)[C@H]1O,-6,30,x
CSc1cccc(-n2nnc(C(=O)OCc3ccc(Cl)cc3)c2C)c1,-5,4,-6
CCC(CC)c1cc(CNc2ncnc3[nH]ncc23)on1,-5,-1,x
CCCC(=O)N1N=C(c2ccc(NS(C)(=O)=O)cc2)CC1c1ccco1 (configuration not stated),-2,-2,x
COc1ccc(S(=O)(=O)N2CCC(Cc3ccccc3)CC2)cc1N1CCN(C(=O)/C=C/c2ccccc2Cl)CC1,-12,18,-7
CCc1nn2c(N3CCCC3)cc(C)nc2c1-c1ccccc1,-9,-2,-9
CSc1cccc(NC(=O)N2CC(=O)N3CCc4c(F)cccc4C3C2)c1 (configuration not stated),3,-13,0
COc1ccc(-c2nn(-c3ccc(C)cc3C)c(OC(C)=O)c2-c2ccc(N)cc2)c(OC)c1,0,18,x
O=C1CCC2(CCN1)CCN(C(=O)CCn1cnc3ccccc3c1=O)CC2,1,0,-9
CCCc1nc(C)c(CNC(=O)c2cn(-c3ccccc3)nn2)s1,-5,6,x
O=C1CCC(C(=O)N2CCN(C3CCCCC3)C(=O)C2)CN1Cc1ccccn1 (configuration not stated),2&-1,-1&5,x
O=C(c1cc2n(n1)CCN(Cc1cccc(C(F)(F)F)c1)C2=O)N1CCN(c2ccccc2Cl)CC1,-5,17,-9
CCNc1ccc(C(O)(C(=O)OC)C(F)(F)F)cc1 (configuration not stated),1,6,x
O=C(CS(=O)(=O)c1ccc2c(c1)S(=O)(=O)N=CN2)N1CCCCCC1,-5,4,-9
Cc1csc2nc(Cn3c(C(F)(F)F)ccc(C(N)=O)c3=O)cc(=O)n12,-9,-2,x
Cc1ccc(-n2nnc(C(=O)N(C)C3CCS(=O)(=O)C3)c2C)cc1 (configuration not stated),-4,2,-6
O=C(/C=C/c1c(F)cccc1F)NCCC(=O)Nc1ccncc1,-6,9,x
Cc1cccc(-c2nc(NC(=O)N3CCC(Oc4cccnc4)CC3)n[nH]2)c1,-4,10,-16
O=C(NC1CCN(c2ccccc2C(=O)NCc2cccnc2)CC1)c1cccc(Br)c1,-8,3,-5
COc1ccccc1-c1nc2ccc(C)cn2c1NC(=O)CC(C)C,-4,-4,-2

The list goes on.
Compound,hcGAS lum,NPYLR7 ag,mcGAS lum
COc1ccc(-c2nnc(NC(=O)C(NC(=O)Nc3c(Cl)cccc3Cl)C(C)C)s2)cc1 (configuration not stated),-5,15,0
N#CC(c1cnn(-c2ccccc2)c1)N1CCN(C(=O)CCl)CC1 (configuration not stated),-3,0,x
OCCn1c(-c2ccccc2CO)nc2ccccc21,-7,10,x
C#CCN(C)C(=O)c1ccc(-c2ccc(C3CCCCC3)cc2)s1,-10,5,-8
COC(=O)C1CSCC(c2ccccc2)N1CC(=O)NC(C)C (configuration not stated),-12,2,x
COC(=O)c1ccc(N=Cc2nc(-c3ccccc3F)oc2O)cc1,-3,-4,-5
c1coc(CNc2nc(N3CCOCC3)nc(N3CCOCC3)n2)c1,-1,-6,-4
O=C(Cc1c[nH]c2ccccc12)N(CCO)Cc1cccs1,-5,7,x
Cc1ccc(C)c(-c2[nH]ncc2CN2CCCC(c3ccn[nH]3)C2)c1 (configuration not stated),-5,1,-20
CC(c1ccccc1)N(Cc1cc(N)ccc1N(C)C)C(=O)c1cccc(F)c1 (configuration not stated),-6,8,-7
CCc1c(O)n2c(nc3ccccc32)[nH]c1=O,-2,-4,x
Cc1cccc(S(=O)(=O)N2CCN(C(=O)c3ccco3)CC2)c1,-3,0,x
COc1ccc2[nH]c3c(c2c1)CCN(C(=O)c1cc(C)nc(Cl)c1)C3COCc1ccccc1 (configuration not stated),-5,-10,2
CC(C)Cc1nc(N2CCCN(Cc3ccccc3Cl)CC2)c2cnn(-c3ccccc3)c2n1,-7,x,-7
Cc1cc(C(=O)Nc2sc3c(c2-c2nc4ccccc4s2)CCCC3)on1,-6,10,-10
Cc1ccc(-c2cn(S(=O)(=O)c3ccc(F)cc3)nc2N)cc1,-2,-2,x
CCCCn1c(O)c(C#N)c(C)cc1=O,-2,2,x
COc1ccc(NC(=O)C2CCN(C(=O)[C@@H](Cc3ccccc3)NC(=O)Nc3ccc(-c4ccccc4)cc3)CC2)cc1,-12,4,-8
Cc1nc(C2(NCc3csc(-c4ccoc4)n3)CCCC2)no1,-2,3,-13
CC(Cc1cccs1)NC(=O)c1ccc(OC2CCN(Cc3ccccn3)CC2)cc1 (configuration not stated),-4,10,-5

The list goes on.
Compound,hcGAS lum,NPYLR7 ag,mcGAS lum
COCOc1cccc(CN2CCC2(C)C(=O)NCCNC(C)=O)c1 (configuration not stated),-7,0,x
CC(=O)NC1=NN(C(C)=O)C2(S1)C(=O)N(Cc1ccccc1Cl)c1ccccc12 (configuration not stated),-3,-6,-7
O=C(c1cccc(Cl)c1)N1CCN(c2nccc(-c3ccco3)n2)CC1,0,-6,2
O=C(NS(=O)(=O)Cc1ccc(Br)cc1)c1ccco1,-5&-6,7&-3,-11
CC1CCc2nn(CC(=O)NCCN3CCCCC3C)cc2C1 (configuration not stated),3,x,1
Cc1nnsc1CN(C)C(=O)c1c(O)cccc1O,-5,1,-12
O=C(NCc1ccccc1CN1CCCC1=O)C1CCCC1,-9,0,x
Cc1c(C)n2c3c(=O)n(C)c(=O)n(C)c3nc2n1Cc1ccc(Cl)c(Cl)c1,-2,3,0
CNc1nc2cnc(Nc3ccc(F)c(Cl)c3)cc2n1CC1CC1,-4,19,-4
Cc1sc(N=Cc2ccccc2O)c(C#N)c1C,-6,-1,x
O=C(O)C1Cc2ccccc2CN1C(=O)COc1ccc(Cl)cc1 (configuration not stated),-8,2,x
Oc1ccccc1C=NN1CCN(c2ccc(Cl)cc2)CC1,-5,-5,-7
Cc1cc(C(=O)N(Cc2ccccc2)CC(F)F)c(C)o1,-14,16,x
CNS(=O)(=O)Cc1ccccc1CNCc1ccc(OC(F)F)cc1,-8,7,-16
COc1cc(C(=O)Nc2nc(-c3ccc4c(c3)OCCO4)cs2)cc(Cl)c1OCC(N)=O,-3,0,x
Cc1oc(-c2cc3c(cc2Cl)OCO3)nc1CN1CCCCC1c1nccs1 (configuration not stated),-8&2,7&-4,x
Cc1nn(C)c(C)c1S(=O)(=O)N1CCN(C(c2ccccc2)c2ccc(Br)cc2)CC1 (configuration not stated),-2,20,-6
Cc1cc(C)n(-c2ccc(Cl)c(C(=O)OCC(=O)NC(N)=O)n2)n1,-6,1,-7
COc1cccc(CCC2CCCN(C(=O)CSC)C2)c1 (configuration not stated),-11,4,x
CCN1CCN(C(c2cccs2)c2c(O)cc(C)n(CC)c2=O)CC1 (configuration not stated),0,11,x

(list continues)
Compound,hcGAS lum,NPYLR7 ag,mcGAS lum
O=C(CCN1C(=O)c2ccccc2C1=O)N1CCN(C2c3ccccc3-c3ccccc32)CC1,1,-2,2
CCN(CC)CCn1c(=N)n(CC(=O)C23CC4CC(CC(C4)C2)C3)c2ccccc21,-3,-5,x
Cc1ccc(CNC(=O)c2ccc3c(c2)CCCN3S(C)(=O)=O)cc1,-8,3,x
c1ccc(-c2csc3ncn4nnnc4c23)cc1,-5&-4,6&2,-5
CCc1nc2ccc(C(=O)Nc3cccc(OC)c3)cn2c1N(CC)C(=O)CCC1CCCC1,-5,17,-3
Cc1cccc(CC(=O)NCC(c2ccsc2)N2CCN(C)CC2)c1 (configuration not stated),-8,8,-8
CCOC(=O)c1c(CC(C#N)(c2ccccc2)c2ccccc2)n(C)c2cc(Br)c(OC)cc12,-6,12,-7
COC(=O)c1ccc(C(=O)N(CCN(C)C)c2nc3c(C)c(C)ccc3s2)cc1,-5,-1,-6
Cc1cc(C)n(CCc2c(-c3ccccc3)ncn2C(C)Cn2cccn2)n1 (configuration not stated),-4,3,x
CN(CC1CC1)C(=O)c1ccc2c(c1)[nH]c(=O)n2C1CCCC1,-2,2,-4
COc1ccc(OCc2nc(CSc3cccs3)cs2)cc1,-7,19,-6
CCCCNC(=O)c1cccc(NC(=O)C(C)(C)C)c1,6,-4,x
Cc1ccc(NS(=O)(=O)c2ccc3[nH]c(=O)oc3c2)c(Cl)c1,-1,-1,1
CN(C)CCNC(=O)c1ccc(-c2cc(-c3cc(C(F)(F)F)cc(C(F)(F)F)c3)cnc2N)cc1,-4,-6,-4
Cc1cccc(C(=O)N(Cc2cc(NC(=O)CC(C)(C)C)ccc2N(C)C)C(C)C)c1,-7,8,-5
Cc1cc(N2CC(C(=O)NC3CCN(C4CC4)CC3)CC2=O)ccc1Br (configuration not stated),-7,15,x
COc1ccc(C(N)=O)c(OCC(=O)c2ccc(C3CCCCC3)cc2)c1,-1,5,x
COc1ccc(-c2cc(C(=O)NC3CC3)c(C)n2-c2cccc(OC)c2)cc1,-5,-4,-4
O=C(Cc1cc(-c2ccccc2)on1)Nc1cccnc1,-2,3,-5
CCn1c(O)c(C=NCC(=O)NC)c(=O)n(CC)c1=S,-3,-9,x

Following part:
compound | hcGAS lum | NPYLR7 ag | mcGAS lum
Cc1cc(N2CCC3(CC2)OCCO3)nc(C)n1 | -3 | -3 | x
CC(C)COC(=O)C1C2C=CC3(CN(CC(C)C)C(=O)C13)O2 (configuration not stated) | -3 | 6 | x
COc1ccc(NC(=O)Cn2c(-c3nnc(C(C)C)o3)cc3ccccc32)c(OC)c1 | -5 | -7 | -10
CCS(=O)(=O)N1CCN(c2nccc(CCC(F)(F)F)n2)CC1 | -1 | 0 | -10
CCOC(=O)N1CCN(C2CCCN(C(=O)CCc3nc(-c4ccccc4)no3)C2)CC1 (configuration not stated) | -5 | 5 | x
Cc1cc(Nc2ccccc2O)ncn1 | -1 | -8 | x
NC(=O)C1CCCN(Cc2ccccc2C(F)(F)F)C1 (configuration not stated) | -11 | 4 | x
O=C(NC(c1ccc(-c2ccccc2)cc1)c1cnccn1)C1CCN(Cc2ccc3c(c2)OCO3)CC1 (configuration not stated) | -6 | 5 | -4
Cc1ccc(/C=C/C2=NC(=C\c3ccc(Cl)cc3)/C(=O)O2)cc1 | -4 | -1 | x
CCc1cn[nH]c1C1CCN(Cc2ccc(-n3cccn3)cc2C)CC1 | -3 | 2 | x
CC(c1ccccc1)n1c(Cn2cccn2)nnc1SCC(=O)O (configuration not stated) | -5 | 15 | -10
CCc1nc2ccc(C(=O)N3CCN(C)CC3)cn2c1N(C)CCCc1ccccc1 | -4 | 22 | -2

14 of the compounds above, with values under each structure.
Every second line gives: hcGAS lum | NPYLR7 ag | mcGAS lum
> O=C(Cc1cc(-c2ccccc2)on1)Nc1cccnc1
  -2 | 3 | -5
> CCn1c(O)c(C=NCC(=O)NC)c(=O)n(CC)c1=S
  -3 | -9 | x
> Cc1cc(N2CCC3(CC2)OCCO3)nc(C)n1
  -3 | -3 | x
> CC(C)COC(=O)C1C2C=CC3(CN(CC(C)C)C(=O)C13)O2 (configuration not stated)
  -3 | 6 | x
> COc1ccc(NC(=O)Cn2c(-c3nnc(C(C)C)o3)cc3ccccc32)c(OC)c1
  -5 | -7 | -10
> CCS(=O)(=O)N1CCN(c2nccc(CCC(F)(F)F)n2)CC1
  -1 | 0 | -10
> CCOC(=O)N1CCN(C2CCCN(C(=O)CCc3nc(-c4ccccc4)no3)C2)CC1 (configuration not stated)
  -5 | 5 | x
> Cc1cc(Nc2ccccc2O)ncn1
  -1 | -8 | x
> NC(=O)C1CCCN(Cc2ccccc2C(F)(F)F)C1 (configuration not stated)
  -11 | 4 | x
> O=C(NC(c1ccc(-c2ccccc2)cc1)c1cnccn1)C1CCN(Cc2ccc3c(c2)OCO3)CC1 (configuration not stated)
  -6 | 5 | -4
> Cc1ccc(/C=C/C2=NC(=C\c3ccc(Cl)cc3)/C(=O)O2)cc1
  -4 | -1 | x
> CCc1cn[nH]c1C1CCN(Cc2ccc(-n3cccn3)cc2C)CC1
  -3 | 2 | x
> CC(c1ccccc1)n1c(Cn2cccn2)nnc1SCC(=O)O (configuration not stated)
  -5 | 15 | -10
> CCc1nc2ccc(C(=O)N3CCN(C)CC3)cn2c1N(C)CCCc1ccccc1
  -4 | 22 | -2

(further entries)
compound | hcGAS lum | NPYLR7 ag | mcGAS lum
O=C(Nc1ncc(-c2ccccc2)s1)OCC(F)(F)F | -2 | 9 | x
COc1cc(C)c(S(=O)(=O)Nc2cccc(-c3ccc(N4CCCC4)nn3)c2)cc1C | 0 | -8 | -6
CCN(CC)C(=O)Oc1ccc2c(ccn2Cc2cccc(C#N)c2)c1-c1cc(F)cc(F)c1 | -4 | 14 | -7
CC(=O)N1CCCN(C(=O)c2ccc(=O)n(C)c2)c2ccccc21 | -6 | 2 | -14
CC(=O)CC1(O)C(=O)N(CCOc2ccccc2)c2ccc(Br)cc21 (configuration not stated) | -2 | -3 | x
COCCSc1ncc(-c2cccc(OC)c2)c(C2CCCN(C(=O)c3cc[n+]([O-])cc3)C2)n1 (configuration not stated) | -3 | 17 | -8
CCN(CC1CCCN(CCc2cccc(OC)c2)C1)C(=O)CCn1cnnn1 (configuration not stated) | -4 | 2 | -4
O=C(NC1CCCN(c2ccc(C(F)(F)F)cn2)C1)c1cccc2nccnc12 (configuration not stated) | 6 | 4 | -2
CCOC(=O)C1CCN(CC(=O)N2N=C(c3ccc(C)cc3C)CC2c2ccccc2F)CC1 (configuration not stated) | -4 | -1 | -4
CCc1cc(NC(C)Cn2cccn2)nc(N2CCOCC2)n1 (configuration not stated) | -6 | 18 | -11
Cc1cn2c3c(=O)n(CC(=O)OCc4ccccc4)c(=O)n(C)c3nc2n1C(C)C | -3 | -2 | -7
Oc1oc(-c2ccccc2F)nc1C=Nc1ccc(Br)cc1 | 1 | -6 | x
